Lipid droplet = inhibitors of hepatocyte lipid droplet formation, primary screen, imaging, high-throughput imaging, BODIPY stain. AML12 mouse hepatocytes, oleate lipid droplets. inhibition, % at 6.5 µM. hit rate 0.4% among 240,000. AID 1656, 2009;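 active means lipid droplet intensity inhibited by at least 50%, with more than 500 cells counted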
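Assay system: AML12 mouse liver cells | Compound: 6.5 µM single-point dosing | Schedule: Overnight exposure | Technique: Fluorescence imaging, 20x objective, two fields per well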
K1F lysis inhibition = inhibition of K1F phage lysis, E. coli UTI89, bacterial capsule biogenesis inhibitors, alamar blue (AID 488966) | E. coli UTI89 K1F phage lysis, alamar blue, 2 h; higher % means a stronger effect | inhibition, % at 100 µM, or IC50 in µM where a hit was titrated | hit rate 0.02% among 340,000;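 active means phage lysis inhibition, versus mean bacterial control, above a set limit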;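 further: capsule biogenesis inhibitors block K1F phage lysis so surviving cells raise fluorescence; higher fluorescence means more inhibition of phage lysis; actives were called in the ten point dose series up to 300 µM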
Siah-1 displacement = Siah-1 peptide-binding antagonists, primary screen, biochemical, fluorescence polarization, rhodamine-plectin, uHTS (AID 1817). E3 ubiquitin-protein ligase SIAH1 (Homo sapiens). Siah-1 / rhodamine-plectin peptide fluorescence polarization; higher % means a stronger effect. displacement, % at 20 µM; hits with a dose series show IC50 in µM. hit rate 0.02% among 290,000;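 active means displacement of at least 50% at 20 µM, with a fluorescence ratio check between 0.3 and a set limit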;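 further: plate controls were Siah plus tracer with DMSO for no effect and tracer alone without Siah for full effect; strong numbers were not always called active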
Lipid droplet cells 6.5 µM = further read-out of Lipid droplet, marked with its call; cell count; measured here: cell count, cytotoxicity flag;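 cells counted across two imaged fields per well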
The depositor's hits bear a star; / = not tested or not shown; & = joins results of further samples; [ ] = another dose, or the depositor's remark. Only part of the results is shown; the hit share may differ from the screen's.

SMILES	Lipid droplet	K1F lysis inhibition	Siah-1 displacement	others
O=C1NC(=S)N(c2ccc(F)cc2)C(=O)/C1=C/c1ccco1	1	/	68%	Lipid droplet cells 6.5 µM=834
COc1ccc(OCCOc2cccc(C=C3C(=O)NC(=O)NC3=O)c2)cc1	10	/	7%	Lipid droplet cells 6.5 µM=849
O=C(O)Cn1cc(/C=C2\C(=O)NC(=O)N(c3ccc(F)cc3)C2=O)c2ccccc21	2	/	2%	Lipid droplet cells 6.5 µM=825
COC(=O)Cn1cc(C=C2C(=O)N(C)C(=O)N(C)C2=O)c2ccccc21	3	/	0%	Lipid droplet cells 6.5 µM=825
CN1CCc2cc3c(cc2C1)OCO3	/	-0.4%	/
COC(=O)C1=C(c2cccc(OCc3ccccc3)c2)C[C@@H]2CC[C@H]1N2C(=O)NCCCOC(C)C	/	-1.2%	/
COC(=O)C1=C(c2ccccc2)C[C@@H]2CC[C@H]1N2C(=O)N1CCC(O)CC1	/	-0.2%	/
C=CCC1(Cc2ccsc2)C(=O)NC(=O)NC1=O	/	1.3%	/
CCN1CCC(O)(c2ccccc2)C(C(=O)c2ccccc2)C1 (centres undefined)	/	1.3%	/
C(#CCN1CCCC1)CN1CCCC1	/	1.0%[50 µM]	/
Oc1ccc(O)c2c1C1(Cl)C(Cl)=C(Cl)C2(Cl)C1(Cl)Cl	/	-5.2%	/
CCC[C@H](N[C@@H](CCC)[C@H](O)c1ccccc1)[C@H](O)c1ccccc1	/	0.8%	/
COc1cc2c3cc1Oc1cc(ccc1O)C[C@@H]1c4c(cc(OC)c(O)c4Oc4cccc(c4)C[C@@H]3N(C)CC2)CC[N+]1(C)C	/	-0.7%	/
CC12CCC(O)CC1CCC1C2CCC2(C)C(C(=O)CC(O)C(F)(F)F)CCC12 (centres undefined)	/	4.2%	/
CC1=CC(C)CC(C)OC(=O)CC(c2ccc(O)cc2)NC(=O)C(Cc2c(Br)[nH]c3ccccc23)N(C)C(=O)C(C)NC(=O)C(C)C1 (centres undefined)	/	4.9%	/
CCN1C[C@]2(COC)CC[C@H](OC)[C@@]34C1[C@]1(OCO[C@@]15C[C@H](OC)[C@H]1C[C@@H]3[C@@H]5[C@H]1OC)[C@@H](O)[C@H]24	/	2.0%	/
Cc1ccccc1N	/	-0.8%	/
COc1ccc2c(c1)C13CCN(C)C(C2)C1CCC1(C3)OCCO1 (centres undefined)	/	-1.3%	/
CCCCC1(CCO)C(=O)NC(=S)NC1=O	/	-1.0%	/
CN1OC[C@@H]2CN[C@H](c3ccccc3Br)C[C@@H]21	/	0.3%	/
CC1=CC2OC3CC4OC(=O)C=CC=CC(=O)OCCC(C)C(O)C(=O)OCC2(CC1O)C4(C)C31CO1 (centres undefined)	/	0.9%	/
COC(=O)C1=C(C(=O)OC)C2c3ccccc3C1c1ccccc12	/	-0.6%	/
O=C(CCN1CC2CCC(CC2)C1)c1cccs1	/	-1.8%	/
COC(=O)C1=C(c2ccccc2)C[C@@H]2CC[C@H]1N2C(=O)N1CCC(C)CC1	/	-0.5%	/
C#C[C@]1(O)CCC2C3C(CC[C@@]21C)[C@@]1(C)CC[C@@H](O)CC1=C[C@H]3O (some centres undefined)	/	-0.7%	/
O=P(Oc1ccccc1)(N1CCOCC1)N1CCOCC1	/	-2.5%	/
CC(=O)OC1C=CC2[C@H]3Cc4ccc(O)c5c4[C@@]2(CCN3C)C1O5 (some centres undefined)	/	0.8%	/
COC(=O)C1=C(c2ccc(OC)c(OC)c2)C[C@@H]2CC[C@H]1N2C(=O)NCCO	/	0.1%	/
COC1=C[C@@H]2[C@@H]3Cc4ccc(OC)c(O)c4[C@]2(CCN3C)CC1=O	/	2.9%	/
C[N+]1(C)C2CC(OC(=O)[C@H](CO)c3ccccc3)CC1C1OC12 (some centres undefined)	/	0.4%	/
NC(=O)c1cc([N+](=O)[O-])cc([N+](=O)[O-])c1	/	-12%	/
COC(=O)C1=C(c2ccc(Cl)c(C(F)(F)F)c2)C[C@@H]2CC[C@H]1N2C(=O)NCCOc1ccccc1Cl	/	-1.4%	/
COC12CCC3(CC1C(C)(O)C(C)(C)C)[C@H]1Cc4ccc(O)c5c4[C@@]3(CCN1CC1CC1)C2O5 (some centres undefined)	/	-0.6%	/
O=C1NC(=O)C(=Cc2ccco2)C(=O)N1	/	-6.6%	/
NC(Cc1ccc(O)cc1)C(=O)NN=Cc1ccc(N(CCCl)CCCl)cc1 (centres undefined)	/	1.9%	/
O=[N+]([O-])c1cc(Cl)c(Cl)cc1Cl	/	0.1%	/
C[C@]12CC[C@H](OS(=O)(=O)O)CC1=CC[C@@H]1[C@@H]2CC[C@]2(C)C(=O)CC[C@@H]12	/	1.3%&2.9%&0.5%	/
COC(=O)C1=C(c2ccc(Cl)c(C(F)(F)F)c2)C[C@@H]2CC[C@H]1N2C(=O)NCc1ccco1	/	1.6%	/
COC(=O)C1=C(c2ccc(-c3ccccc3)c(F)c2)C[C@@H]2CC[C@H]1N2C(=O)N1CCOCC1	/	-0.1%	/
CC(C)(C)C(=O)C(Oc1ccc(Cl)cc1)n1cncn1 (centres undefined)	/	-1.2%	/
Cn1c(N)c(C(=O)COC(=O)Cc2ccccc2)c(=O)n(C)c1=O	/	0.4%	/
Brc1ccc(Oc2cc(Br)c(Br)cc2Br)c(Br)c1	/	1.6%	/
Cc1cc(O)c2c(c1)C(=O)C13C(=C2O)C(=O)[C@H]2[C@@H](O)[C@@H]1[C@H]1[C@H](O)[C@@H]3C(=O)C3=C(O)c4c(O)cc(C)cc4C(=O)C312 (some centres undefined)	/	-15%	/
CC1([N+](=O)[O-])COP(=O)(Nc2ccccc2F)OC1 (centres undefined)	/	1.5%	/
CC(C)(C)N1CC(C(=O)c2ccccc2)C1c1ccccc1 (centres undefined)	/	2.4%	/
Oc1ccc(Cl)c(Cl)c1	/	-0.6%	/
COC(=O)C1=C(c2ccc(Cl)c(C(F)(F)F)c2)C[C@@H]2CC[C@H]1N2C	/	0.2%	/
CCOC(=O)C1(c2ccccc2)CCN(CCC(=O)Nc2cccc(Br)c2)CC1	/	-0.5%[50 µM]	/
ClCCN(CCCl)c1ccc(C=NNc2ncccn2)cc1	/	0.2%	/
O=C1NC(=S)NC(=O)C1=Cc1ccc(OCc2ccccc2)cc1	/	-1.2%	/
COC(=O)C1=C(c2cccc(Cl)c2)C[C@@H]2CC[C@H]1N2C(=O)NCC1CC1	/	-0.3%	/
Cn1cc(C(=O)OCC(=O)Nc2ccccc2)c2ccccc21	/	1.1%[50 µM]	/
CC(=O)NC1=C(N2CC2C)C(=O)C(NC(C)=O)=C(N2CC2C)C1=O (centres undefined)	/	1.1%	/
CCCN(CCC)C1CCc2ccc(O)cc2C1 (centres undefined)	/	4.7%	/
COC(=O)C1=C(c2ccc(F)cc2F)C[C@@H]2CC[C@H]1N2C(=O)NCc1ccc(F)cc1	/	0.1%	/
COc1cc2c(c(OC)c1OC)-c1ccc(C(=O)O)cc1[C@@H](NC(C)=O)CC2	/	0.4%	/
S=C=Nc1cccc(C2(N3CCCCC3)CCCCC2)c1	/	4.5%	/
CC1([N+](=O)[O-])COP(=O)(Nc2cccc(Cl)c2)OC1 (centres undefined)	/	2.0%	/
CCCOC(=O)C1C2CCC(O2)C1C(=O)O (centres undefined)	/	-2.3%	/
COC(=O)C1=C(c2ccccc2OCc2ccccc2)C[C@@H]2CC[C@H]1N2C(=O)NC1CCN(Cc2ccccc2)CC1	/	2.6%	/
(list continues)
SMILES	Lipid droplet	K1F lysis inhibition	Siah-1 displacement	others
C[C@]12CC[C@H](O)CC1=CC(=O)C1C2CC[C@]2(C)C(=O)[C@H](O)CC12 (some centres undefined)	/	5.3%	/
COc1ccc(NP2(=O)OCC(C)(N)CO2)cc1 (centres undefined)	/	-0.7%	/
COc1ccc2c(c1)[nH]c1c(C)nccc12	/	-4.0%	/
COC(=O)C1=C(c2ccc(S(C)(=O)=O)cc2)C[C@@H]2CC[C@H]1N2C(=O)NCc1ccccc1	/	-0.1%	/
c1ccc(C2CC2)c(OCC2=NCCN2)c1	/	1.4%	/
O=C1CN=C(c2ccccc2)c2cc(Cl)ccc2N1	/	1.1%	/
CC(=O)OC1CC(OC2C(O)CC(OC3C(O)CC(OC4CCC5(C)C(CCC6C5CCC5(C)C(C7=CC(=O)OC7)C(O)CC65O)C4)OC3C)OC2C)OC(C)C1OC1OC(CO)C(O)C(O)C1O (centres undefined)	/	-0.8%	/
C[N+]1(C)C2CC[C@H]1CC(OC(=O)C(CO)c1ccccc1)C2 (some centres undefined)	/	0.7%	/
CC(O)C1C=CC=CC(=O)OC2CC3OC4C5OC5(C)C(O)CC4(COC(=O)C(O)C(C)CCO1)C2(C)C31CO1 (centres undefined)	/	3.7%	/
CCOc1ccc(NC(=O)c2c(O)[nH]c(=O)[nH]c2=O)cc1	/	-2.2%	/
NC(=O)c1cc(N2CC2)c([N+](=O)[O-])cc1[N+](=O)[O-]	/	-1.6%	/
O=P(Oc1ccccc1)(Oc1ccccc1)C(O)c1ccc(Cl)cc1 (centres undefined)	/	-0.7%	/
CCOC(=O)C1(c2ccccc2)CCN(CCC(=O)Nc2ccc(C(=O)OC)cc2)CC1	/	0.6%[50 µM]	/
CN1C(=O)C(Cc2ccccc2)C(=O)N(C)C1=O	/	-1.0%	/
N#Cc1ncc(N=Cc2ccc(N(CCCl)CCCl)cc2)s1	/	0.6%	/
N[C@@H](Cn1oc(=O)[nH]c1=O)C(=O)O	/	6.6%	/
CCOc1cc(C=C2C(=O)NC(=S)NC2=O)ccc1O	/	-2.2%	/
C/C=C1\CN2[C@H]3C[C@@]45c6ccccc6N(C)[C@H]4[C@@H]2CC1C3[C@H]5O (some centres undefined)	/	2.3%	/
CCCCCCCCn1sccc1=O	/	-2.4%	/
C[C@]12CCC3C(CC[C@H]4C[C@@H](O)CC[C@]34C)C1CC[C@@H]2N (some centres undefined)	/	-0.7%	/
Oc1c(Br)cc(-c2ccccc2)cc1Br	/	-4.8%	/
N[C@@H](CCl)C(=O)O	/	1.8%	/
COC1=C(OC)[C@]23CCc4ccc(OC)c(OC)c4[C@]2(CCN3C)CC1=O	/	1.1%	/
CCC1(CCC(C)C)C(=O)NC(=S)NC1=O	/	0.5%	/
O=C(NC1CCCCC1)N1Cc2ccccc2-n2nncc2C1	/	0.4%	/
CCC(=O)c1ccc(OCC(=O)N2CCN(CC(=O)Nc3ccccc3C(F)(F)F)CC2)cc1	/	0.7%	/
CCN(CC)C(=O)c1ccc(NC(=O)c2cccc(S(=O)(=O)N3CCN(Cc4ccccc4)CC3)c2)cc1	/	0.5%[50 µM]	/
COC(=O)C1=C(c2ccc(F)cc2F)C[C@@H]2CC[C@H]1N2C(=O)NC(C)C	/	2.1%	/
COc1ccc2c(c1)[C@@]13CCC=C[C@H]1[C@@H](C2)NCC3	/	9.5%	/
COC(=O)C1=C(c2c(C)noc2C)C[C@@H]2CC[C@H]1N2C(=O)NCCOc1ccccc1Cl	/	3.1%	/
CC1=C(C/C(C)=C/c2ccccc2)/C(=C/CO)[C@H](O)[C@](C)(O)C12CC2	/	0.6%	/

By substructure: the compounds so far containing sulfur
SMILES	Lipid droplet	K1F lysis inhibition	Siah-1 displacement	others
O=C1NC(=S)N(c2ccc(F)cc2)C(=O)/C1=C/c1ccco1	1	/	68%	Lipid droplet cells 6.5 µM=834
C=CCC1(Cc2ccsc2)C(=O)NC(=O)NC1=O	/	1.3%	/
CCCCC1(CCO)C(=O)NC(=S)NC1=O	/	-1.0%	/
O=C(CCN1CC2CCC(CC2)C1)c1cccs1	/	-1.8%	/
C[C@]12CC[C@H](OS(=O)(=O)O)CC1=CC[C@@H]1[C@@H]2CC[C@]2(C)C(=O)CC[C@@H]12	/	1.3%&2.9%&0.5%	/
O=C1NC(=S)NC(=O)C1=Cc1ccc(OCc2ccccc2)cc1	/	-1.2%	/
S=C=Nc1cccc(C2(N3CCCCC3)CCCCC2)c1	/	4.5%	/
COC(=O)C1=C(c2ccc(S(C)(=O)=O)cc2)C[C@@H]2CC[C@H]1N2C(=O)NCc1ccccc1	/	-0.1%	/
N#Cc1ncc(N=Cc2ccc(N(CCCl)CCCl)cc2)s1	/	0.6%	/
CCOc1cc(C=C2C(=O)NC(=S)NC2=O)ccc1O	/	-2.2%	/
CCCCCCCCn1sccc1=O	/	-2.4%	/
CCC1(CCC(C)C)C(=O)NC(=S)NC1=O	/	0.5%	/
CCN(CC)C(=O)c1ccc(NC(=O)c2cccc(S(=O)(=O)N3CCN(Cc4ccccc4)CC3)c2)cc1	/	0.5%[50 µM]	/
